Screening results deposited in PubChem by Sanford-Burnham Center for Chemical Genomics.
TAG inh – triacylglycerol accumulation inhibition; H9c2 cells, Nile Red lipid (TAG) fluorescence; cells loaded with 200 µM oleic acid; inhibition, % at 12.5 µM; 230,000 tested, 0.66% active; AID 651582;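 active means pattern-corrected inhibition of lipid staining of at least 50% with the nuclear-stain viability signal not falling by more than 50%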;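 further: 0% = DMSO wells and 100% = triacsin C control wells; some results filed as inactive read as strong as hits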
TAG inh DAPI viability – also measured in TAG inh; calls as there; DAPI nuclei signal change (viability), lower = more cytotoxic, %;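 whole-well DAPI fluorescence read on a plate reader as a viability signal; minus 50 percent equals half of cells still viable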
* = called active by the depositor. The list is partial; the hit share may differ from the screen's.

SMILES | TAG inh | TAG inh DAPI viability
CCOc1ccccc1C1C2=C(COC2=O)Nc2cc3c(cc21)OCO3 (stereo not given) | 52.7* | -35.0*
Cc1cc(C)nc(N/N=C/c2cccc(Cl)c2)n1 | 13.9 | -2.6
O=C(C1=C[C@@H](c2ccc3c(c2)OCO3)C[C@@H](OCCCCO)O1)N1CCOCC1 | -5.6 | 2.1
C#CCCC/C(=C\C(=O)N(C)[C@H](C(=O)N(C)[C@H](C(=O)N(C)[C@H](C(=O)N(C)[C@H](C(N)=O)C(C)C)C(C)C)C(C)C)C(C)C)OC | 17.8 | -4.1
CCN(C(=O)COC(=O)c1c(C)noc1C)C1CCS(=O)(=O)C1 (stereo not given) | 0.1 | 2.3
CC(C)=CCCC(C)CN1CCC(N2CCC(C(=O)N3CCOCC3)CC2)CC1 (stereo not given) | -9.2 | 6.7
O=C(Nc1cccnc1)c1ccc(C(=O)Nc2cccnc2)cc1 | 0.7 | 7.9
CCCCC1(Cc2ccc([N+](=O)[O-])cc2)C(=O)N(c2ccccc2)N(c2ccccc2)C1=O | -2.6 | -10.4
COc1cc(/C=N/Nc2nc(C)cc(C)n2)ccc1O | -25.9 | 9.9
C=CCNC(=O)COC(=O)c1ccc(Sc2nncn2C)c([N+](=O)[O-])c1 | -7.1 | 19.0
O=C(CCNC(=O)Cn1ccc2ccccc2c1=O)NCCC1=CCCCC1 | 2.2 | 4.7
N#C/C(=C\c1ccc(-c2ccccc2)o1)C(=O)Nn1cnnc1 | -1.2 | 7.9

SMILES | TAG inh | TAG inh DAPI viability
COc1ccc(NC(=O)C(NC(C)=O)C(=O)NCc2ccc(F)cc2)cc1 (stereo not given) | 3.0 | -5.9
COc1ccccc1CNC(=O)CS(=O)(=O)c1ccccc1 | 5.0 | -2.6
CCc1ccc(NC(=S)N2CCN(c3cccc(C(F)(F)F)c3)CC2)cc1 | -1.8 | 1.8
COc1cc(-c2cc(NC=O)c3ncc(-c4ccc(C(C)=O)cc4)n3c2)ccc1O | 37.4 | -11.1
O=C(c1cc(-c2cccc(O)c2)on1)N1CCCCC1 | 2.3 | 9.4
C#CCNC(=O)C1=C[C@@H](c2ccc3c(c2)OCO3)[C@H](CCCO)[C@@H](OCC)O1 | -1.3 | 0.2
O=C(NCc1ccc2c(c1)OCO2)c1c(Cl)cccc1Cl | -5.4 | 9.1
O=C(c1ccccc1)C1C(c2ccccc2)C1[N+](=O)[O-] (stereo not given) | -30.7 | -2.6
CCc1cccc(CC)c1NC(=O)COC(=O)C1(C)CC1(Cl)Cl (stereo not given) | 7.7 | -8.7
CC1CCCCC1NS(=O)(=O)c1ccc2c(c1)CCC(=O)N2 (stereo not given) | 0.8 | 7.0
Cc1ccc(-c2nn(-c3ccccc3)cc2CN(Cc2ccccc2)C(=O)c2ccco2)o1 | 21.3 | -18.7
COc1cc(-c2nnc3sc(Cc4ccccc4)nn23)cc(OC)c1OC | -33.1 | 13.4

SMILES | TAG inh | TAG inh DAPI viability
O=C(COc1coc(CN2CCN(Cc3ccccc3)CC2)cc1=O)Nc1ccccc1 | -19.9 | 8.2
CNc1oc(C)nc1S(=O)(=O)c1ccccc1 | -8.6 | 3.1
O=C(NC(=S)Nc1ccccc1N1CCCCC1)c1ccc(F)cc1 | -38.5 | -6.5
CN(CCCNC(=O)c1cccc(N2CCCC2=O)c1)c1ccccc1 | 0.7 | 8.1
CCOC(=O)c1cc(OC)c2cccc(CN3CCC(C)(C(=O)NCCOC)C3)c2c1 (stereo not given) | -22.6 | 2.9
CCN1CCN(C(=O)/C(C#N)=C/c2ccc(OC(F)F)cc2)CC1 | -9.2 | 4.7
COC(=O)CCCC1=CC2=C(c3ccccc3)C(=O)C(C)(OC(=O)C3CCCC3)C(=O)C2=CN1C(CO)CO (stereo not given) | -6.6 | -2.3
O=C(CN1C(=O)c2cccc([N+](=O)[O-])c2C1=O)N1CCc2ccccc2C1 | -20.7 | 3.1
O=C(CCl)c1ccc2[nH]c(=O)oc2c1 | 6.7 | 1.1
O=C(C1CCCCC1)N1C[C@@H](n2cc(-c3ccc(F)cc3)nn2)[C@H](O)C[C@@H]1c1ccccc1 | -17.9 | -4.0
CC(=O)Nc1ccc(S(=O)(=O)N(C)CC(=O)NCCC2=CCCCC2)cc1 | 6.9 | -0.1
CCOc1ccc(C(=O)CCC(=O)NN2CCCCC2)cc1 | -9.4 | -3.6

SMILES | TAG inh | TAG inh DAPI viability
CC(C)C(OC(=O)c1cccs1)C(=O)NCc1ccc2c(c1)OCO2 (stereo not given) | -8.5 | 2.9
CCOc1ccc(Oc2ccccc2NC(=O)CCc2nc3ccccc3c(=O)[nH]2)cc1 | 24.1 | -3.9
CN(C)C(=O)N(CCCN1CCOCC1)Cc1cccc2ccccc12 | 2.6 | -0.1
CC(C)(C)NS(=O)(=O)c1ccc2nc(NC(=O)c3ccc(N4C(=O)CCC4=O)cc3)sc2c1 | 7.5 | -6.2
Cc1ccc(C(=O)NCC(c2ccco2)N2CCc3ccccc32)cc1C (stereo not given) | -12.4 | -4.8
CCc1ccccc1NC1Nc2cc(C)nn2S1 (stereo not given) | -33.3 | -3.2
CN(C)CCCNC(=O)c1ccc(/C=N/O)nc1 | 12.8 | 10.0
Cc1ccccc1-c1cc2nc(NCCOc3ccccc3Cl)n(C)c(=O)c2s1 | -3.5 | 9.2
COc1ccc(C(=O)NCC(=O)OCC(=O)Nc2ncc(Cl)cc2Cl)cc1[N+](=O)[O-] | 2.6 | 3.5
C=CCC1(O)CC(c2ccco2)NC(c2ccco2)C1CCC (stereo not given) | -9.2 | 6.4
Cc1ccc(C(=O)N=c2sccn2C)o1 | 17.2 | 1.4
COc1ccc(OC)c2sc(NC(=O)C3COc4ccccc4O3)nc12 (stereo not given) | -1.0 | -0.7

SMILES | TAG inh | TAG inh DAPI viability
CCCC(=O)NC(C)c1nc2ccccc2n1CC (stereo not given) | -3.8 | -2.4
COc1ccc(C(c2nnnn2Cc2ccc(F)cc2)N2CCN(c3ccccc3)CC2)cc1 (stereo not given) | 1.3 | -0.9
NC(=O)CC(NC(=O)Cc1cccc2ccccc12)c1ccc(NCCc2ccccc2F)c([N+](=O)[O-])c1 (stereo not given) | 6.2 | -3.5
COc1ccc(N2CC(C(=O)OCC(=O)c3cccc(OC)c3)CC2=O)cc1 (stereo not given) | 8.0 | 10.5
Cc1ccnc(NC(=O)CSc2cc(=O)n(C)c3ccccc23)c1 | 19.5 | -29.4
CCn1cc(CN2CCc3c([nH]c4ccccc34)C2c2cccc(OC)c2OC)c(C)n1 (stereo not given) | -5.0 | 15.6
COc1ccc(-c2nn(-c3ccccc3C)cc2CNCCc2cnc[nH]2)cc1F | 6.5 | 24.4
O=c1c2ccccc2nc2n1C(CSCc1ccc(Cl)cc1Cl)CS2 (stereo not given) | -27.6 | -2.5
Cc1ccc(/C=C2\C(=O)Nc3ccccc32)o1 | 0.7 | 3.4
O=C(NC(Cc1ccccc1)C(=O)N1CCN(S(=O)(=O)c2ccccc2)CC1)c1ccccc1 (stereo not given) | 1.6 | -2.0
Cc1nc2ccc(Cl)cn2c1[N+](=O)[O-] | 7.1 | -7.2
COc1ccc(C(=O)Oc2cccnc2)cc1OC | 1.2 | 1.3

Among those listed so far, 8 have a Cl atom:
SMILES | TAG inh | TAG inh DAPI viability
Cc1cc(C)nc(N/N=C/c2cccc(Cl)c2)n1 | 13.9 | -2.6
O=C(NCc1ccc2c(c1)OCO2)c1c(Cl)cccc1Cl | -5.4 | 9.1
CCc1cccc(CC)c1NC(=O)COC(=O)C1(C)CC1(Cl)Cl (stereo not given) | 7.7 | -8.7
O=C(CCl)c1ccc2[nH]c(=O)oc2c1 | 6.7 | 1.1
Cc1ccccc1-c1cc2nc(NCCOc3ccccc3Cl)n(C)c(=O)c2s1 | -3.5 | 9.2
COc1ccc(C(=O)NCC(=O)OCC(=O)Nc2ncc(Cl)cc2Cl)cc1[N+](=O)[O-] | 2.6 | 3.5
O=c1c2ccccc2nc2n1C(CSCc1ccc(Cl)cc1Cl)CS2 (stereo not given) | -27.6 | -2.5
Cc1nc2ccc(Cl)cn2c1[N+](=O)[O-] | 7.1 | -7.2

Following part
SMILES | TAG inh | TAG inh DAPI viability
Cc1cc(-c2[nH]nc3c2C(c2ccsc2)C(C#N)=C(N)O3)c(C)s1 (stereo not given) | -1.2 | 6.9
CC(O)C(=O)N/N=C/c1cccc(Cl)c1Cl (stereo not given) | 9.8 | 2.2
O=C(NNC1=NCCC1)C1CC1 | 2.6 | -1.0
Nc1cc(C(=O)O)c(N)c2c1C(=O)c1ccccc1C2=O | 9.5 | 2.0
Cc1nc2c3cc(Cl)ccc3n(CCN3CCOCC3)c2s1 | -1.7 | -3.1
Cc1cn2c(N)c(/C=C3\C=Nc4ccccc43)c(=O)nc2s1 | 8.3 | 5.8
O=C(O)c1ccc(-n2cccc2/C=C2/NC(=O)N(c3cccc(Cl)c3)C2=O)cc1 | -2.2 | 6.4
Cc1nc(C(F)(F)F)ccc1C(=O)N1CCCC(C)(C(=O)O)C1 (stereo not given) | -2.4 | -0.4
Cc1ccc(NC(=O)C(SCC(=O)O)c2ccccc2)cc1C (stereo not given) | 9.9 | -2.0
CSc1ccccc1-c1nnc(-c2ccc(Cl)cc2Cl)o1 | 2.9 | 0.3
COc1ccc(/C=C2/N=C(SC)NC2=O)cc1OC | 4.5 | 6.1
CN(C)c1ccc(/C=N/N2CCN(Cc3ccccc3Cl)CC2)cc1 | -6.7 | 2.3

SMILES | TAG inh | TAG inh DAPI viability
C[C@@H](NC(=O)c1[nH]cnc1C(=O)Nc1cccc(Cl)c1)c1ccccc1 | -38.7 | -1.4
CCN(C[C@H]1N[C@@](Cc2ccccc2)(C(=O)OC)[C@H]2C(=O)N(C)C(=O)[C@@H]12)S(=O)(=O)c1ccc(C(F)(F)F)cc1 | -0.7 | -4.2
Nc1nnc(SCC(=O)Nc2ccccc2)s1 | -16.9 | 2.5
Cc1cc(C)c(OCC(=O)OCC(=O)N2CCN(C(=O)c3ccco3)CC2)c(C)c1 | -9.5 | 2.6
CCc1ccc(-c2cn3nc(-c4ccccc4)cnc3n2)cc1 | 1.7 | 10.8
COC(=O)CCCC1=CC2=CC(=O)C(C)(OC(=O)c3cccs3)C(=O)C2=CN1CCCCO (stereo not given) | 12.0 | -7.9
CSCCC(NC(N)=O)C(=O)N(C)CC(=O)Nc1cc(C)ccc1C (stereo not given) | 4.3 | 6.0
O=C(OCC(=O)N1CCOCC1)c1cc(-c2ccccc2)nc2ccccc12 | 13.6 | -0.4
CCCNC(=O)OCc1cccnc1Sc1ccc(C)cc1 | -13.7 | 2.6
O=c1c2cc(Cl)ccc2nc(-c2ccc(Cl)c(Cl)c2)n1O | -4.9 | -6.4
COc1nc(OCCNS(=O)(=O)c2ccc(C)cc2)nc(N(C)C)n1 | -7.8 | 5.2
Cc1ccc(C(=O)O)cc1-c1ccc(/C=C2\SC(=O)N(CC(=O)Nc3ccccc3)C2=O)o1 | 5.1 | 13.7

SMILES | TAG inh | TAG inh DAPI viability
CC(C)=Cc1oc2ccc([N+](=O)[O-])cc2c1N1CC(C)OC(C)C1 (stereo not given) | 23.8 | -2.8
CC1(C)C(c2ccccc2)=NC(c2ccccc2)N1O (stereo not given) | 10.1 | 5.7
COc1cccc(-n2c(CNC(=O)OC(C)(C)C)n[nH]c2=S)c1 | 18.5 | -10.9
Cc1ccc(C(=O)NCCN2CCCC2)cc1 | -9.8 | -7.5
CCc1nc2c(OCc3ccc(Cl)cc3)cccn2c1N(C=O)Cc1ccc(OC)cc1 | -12.6 | 4.6
O=C(NCc1ccncc1)C(=O)Nc1nc2ccccc2s1 | -2.0 | -1.5
O=C(OCc1cc2ccccc2[nH]c1=O)C1CCCO1 (stereo not given) | -3.3 | 10.5
O=C(Nc1ccc2ccccc2c1)N1CCN(c2ncccc2C(F)(F)F)CC1 | -27.1 | 19.5
COC(=O)C1C2C=CC3(CN(CCc4ccccc4)C(=O)C13)O2 (stereo not given) | 5.3 | -3.5
CCN(Cc1ccccc1)C(=O)COC(=O)[C@@H]1CCCN1C(=O)c1cccs1 | -1.8 | 4.8
Cc1ccc(CNC(=O)C(=O)NCC2CCCO2)cc1 (stereo not given) | 6.2 | 12.3
O=C(COC(=O)C1=COCCO1)Nc1cc(S(=O)(=O)N2CCCCC2)ccc1Cl | -7.3 | -9.1

Continued (2 carried over from the part before).
SMILES | TAG inh | TAG inh DAPI viability
Cc1ccc(CNC(=O)C(=O)NCC2CCCO2)cc1 (stereo not given) | 6.2 | 12.3
O=C(COC(=O)C1=COCCO1)Nc1cc(S(=O)(=O)N2CCCCC2)ccc1Cl | -7.3 | -9.1
COc1ccc(-c2ccc(CN3C(CC(C)C)C(=O)N(Cc4cn(Cc5ccco5)nn4)CCS3(=O)=O)cc2)cc1OC (stereo not given) | -8.4 | 1.6
O=C(NC(=S)Nc1ccccc1OC(F)F)c1ccc2c(c1)OCO2 | -12.3 | 2.2
Brc1cccc(/C=N/Nc2nn[nH]n2)c1 | 8.8 | -3.0
O=C(c1ccc(F)cc1)n1c(NCc2ccccc2)n[nH]c1=S | -2.0 | -3.2
N#Cc1c(NC(=O)COC(=O)c2ccc(O)cc2O)sc2c1CCC2 | -8.9 | -1.4
Nc1c(Cl)cc(C2=NCCn3c2c2ccc(C(F)(F)F)cc2[n+]3[O-])cc1Cl | -26.3 | -4.5
CCc1ccc(C(C(=O)NC(C)(C)CC)N(Cc2ccco2)C(=O)Cn2nnc3ccccc32)cc1 (stereo not given) | 40.8 | -5.3
CCC(=O)N1CCc2cc(Br)cc(S(=O)(=O)N(C)c3ccc(OC)cc3OC)c21 | 1.3 | -11.4
COc1cccc2c(=O)c3ccccc3oc12 | 7.4 | -4.7
